# USP1 inh: Inhibitors of USP1/UAF1: Primary Screen | Ubiquitin carboxyl-terminal hydrolase 1 (Homo sapiens), O94782 | recombinant USP1/UAF1, Ub-Rhodamine cleavage fluorescence | Potency, µM (titrated, usually from 57.1 µM), for inactives: top-dose activity change, negative = inhibition, hits mostly inhibitors | 0.23% of 390,000 active | AID 743255, 2014; also: potency is read from the fitted curve at half-maximal effect; % is scaled to controls: 0 for no effect and ±100 for the full control effect; nearly all actives have a fitted effect of over 60% in size; inactives centre near -12
#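 Step one: compound is pinned into 1nM USP1/UAF1 in HEPES pH 7.8 buffer with TCEP. Step two: 15 min room-temperature incubation. Step three: Ub-Rho (150nM final) starts cleavage, tracked by fluorescence over six one-minute reads.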
# TrxR1 inh: qHTS Assay for Inhibitors of Mammalian Selenoprotein Thioredoxin Reductase 1 (TrxR1): qHTS | Thioredoxin reductase 1, cytoplasmic (Rattus norvegicus), O89049 | 1% of 390,000 active | AID 588453, 2011 | Potency, µM (top dose mostly 114 µM), without a hit: top-dose activity change, negative = inhibition, usual class: inhibitors | recombinant rTrxR1, NADPH fluorescence consumption, selenite substrate; also: potency is read from the fitted curve at half-maximal effect; % is scaled to controls: 0 for no effect and ±100 for the full control effect; nearly all actives have a fitted effect of over 65% in size
#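 Rat TrxR1 (90 nM in the dispensed reagent) was pre-reduced with 400 uM NADPH for 5 min at room temperature, then incubated with compound for 15 min. After 400 uM selenite was added, NADPH fluorescence (Ex 340/Em 450 nm) was followed for 8 min.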
# TRHR agonist: qHTS for Small Molecule Agonists and Allosteric Enhancers of Human TRH Receptor: Primary Screen for Agonists. TRHR cells, calcium flux fluo-8, FDSS agonist mode. Thyrotropin-releasing hormone receptor (Homo sapiens), P34981. 0.18% of 360,000 active. activation, % at 2 µM; in the data active = activation above about 30%; also: 0% is about no effect
#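 Read-out: compound-evoked intracellular calcium rise in TRHR cells, fluo-8 dye, kinetic FDSS fluorescence at 1 s/cycle following a 10-cycle baseline. Cells cultured overnight before dye loading (30 min–1.5 h, RT).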
# PI4K2A inh: qHTS for small molecular inhibitors of PI4K2A; Phosphatidylinositol 4-kinase type 2-alpha (Homo sapiens), Q9BTU6; purified PI4K2A, ADP-Glo luminescence, 1 h; hits give low values; activity change, negative = inhibition, % at 76.9 µM; 0.13% of 420,000 active; in the data active = activity change below about -50%; inconclusive = mostly about -30% to -49%;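 also: -100% = wells without enzyme as full effect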
#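 Compounds are screened against recombinant PI4K2A using PI as substrate and ATP, the latter dispensed at 300 microM. Reactions run one hour at ambient temperature before ADP-Glo detection; full inhibition defined by wells lacking enzyme.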
# D2 agonist: HTS Assay for Allosteric Agonists of the Human D2 Dopamine Receptor: Primary Screen for Agonists | D(2) dopamine receptor (Homo sapiens), P14416 | HEK293 T-REx D2 cells, calcium flux agonist mode | activation, % at 2 µM | 0.53% of 340,000 active | AID 485358, 2010;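 active = activation over 3 SD above normal in the single-dose calcium agonist read, cut at about 30% in these data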; also: 0% is about no effect
# Target sequence (P14416 whole entry, looked up): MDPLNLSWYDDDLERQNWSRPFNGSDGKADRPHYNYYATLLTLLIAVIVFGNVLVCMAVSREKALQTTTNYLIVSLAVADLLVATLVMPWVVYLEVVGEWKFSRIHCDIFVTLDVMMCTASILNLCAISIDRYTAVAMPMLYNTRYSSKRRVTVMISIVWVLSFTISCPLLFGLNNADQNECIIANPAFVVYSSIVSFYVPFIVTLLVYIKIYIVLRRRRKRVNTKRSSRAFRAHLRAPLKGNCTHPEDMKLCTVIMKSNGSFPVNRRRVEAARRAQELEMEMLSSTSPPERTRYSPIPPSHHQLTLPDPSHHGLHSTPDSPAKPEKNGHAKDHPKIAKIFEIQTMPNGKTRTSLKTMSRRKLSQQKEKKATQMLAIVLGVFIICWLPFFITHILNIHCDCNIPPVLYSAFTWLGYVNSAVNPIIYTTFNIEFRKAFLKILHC
#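 Agonism is scored from calcium flux in a force-coupled, inducible HEK293 cell line expressing D2, read kinetically for 180 s after compound addition against dopamine controls.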
# D2 antag: HTS Assay for Allosteric Antagonists of the Human D2 Dopamine Receptor: Primary Screen for Antagonists. D(2) dopamine receptor (Homo sapiens), P14416. HEK293 TREx D2 cells, calcium flux, dopamine EC80. inhibition, % at 10 µM. 2% of 340,000 active; in the data active = inhibition above about 30%; also: 0% is about no effect
#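 Tetracycline-induced HEK293 T-REx cells expressing D2 force-coupled to calcium signalling were dye-loaded, exposed to compound for 180 s, then challenged with an EC80 of dopamine; calcium flux was followed kinetically for a further 180 s.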
# IDH1 R132H inh: qHTS for Inhibitors of mutant isocitrate dehydrogenase 1 (IDH1): qHTS. IDH1-R132H enzyme, NADPH consumption, diaphorase/resazurin fluorescence. Potency, µM (series often up to 76.6 µM), for inactives: at the highest dose activity change, negative = inhibition, most hits filed as inhibitors. 0.093% of 390,000 active. Isocitrate dehydrogenase [NADP] cytoplasmic (Homo sapiens), O75874; also: potency is read from the fitted curve at half-maximal effect; % is scaled to controls: 0 for no effect and ±100 for the full control effect; nearly all actives have a fitted effect of over 65% in size
# Target sequence (O75874 whole entry R132H, stated change not applied): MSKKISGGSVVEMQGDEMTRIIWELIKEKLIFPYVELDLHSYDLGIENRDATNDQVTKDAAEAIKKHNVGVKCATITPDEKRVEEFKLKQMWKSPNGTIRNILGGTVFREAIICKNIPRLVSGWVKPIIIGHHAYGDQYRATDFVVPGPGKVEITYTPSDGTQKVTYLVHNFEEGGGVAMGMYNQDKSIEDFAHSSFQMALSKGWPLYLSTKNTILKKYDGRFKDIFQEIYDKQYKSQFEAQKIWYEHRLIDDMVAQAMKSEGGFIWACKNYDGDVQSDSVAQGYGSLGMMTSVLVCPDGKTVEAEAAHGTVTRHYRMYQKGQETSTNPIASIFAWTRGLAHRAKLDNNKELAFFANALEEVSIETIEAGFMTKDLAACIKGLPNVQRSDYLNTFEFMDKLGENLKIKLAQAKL
#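 IDH1-R132H (0.5 ug/mL dispensed) in pH 7.5 Tris buffer was preincubated 30 min with compound, then given a substrate mix of 0.016 mM NADPH and 2 mM alpha-KG for 80 min at room temperature; remaining NADPH was read by diaphorase/resazurin fluorescence.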
# TRHR enhancer: qHTS for Small Molecule Agonists and Allosteric Enhancers of Human TRH Receptor: Primary Screen for Enhancers; Thyrotropin-releasing hormone receptor (Homo sapiens), P34981; 0.66% of 360,000 active; enhancement, % at 2 µM; TRHR cells, fluo-8 calcium fluorescence, EC20 TRH enhancement; in the data active = enhancement above about 30%; also: 0% is about no effect
#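 Enhancer read-out: after compound pinning and an initial kinetic agonist-mode read, an EC20 of TRH (10 nM final) was injected and fluo-8 calcium signal (Ex 480/Em 530) followed at 1 s/cycle for 100 cycles in TRHR-expressing cells.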
# TrxR1 substrate: qHTS Assay for Substrates of Mammalian Selenoprotein Thioredoxin Reductase 1 (TrxR1): qHTS; 0.01% of 390,000 active; Thioredoxin reductase 1, cytoplasmic (Rattus norvegicus), O89049; Potency, µM (highest dose often 114 µM), inactives show top-dose activity change, negative = substrate turnover; purified TrxR1 substrate turnover, NADPH consumption readout; AID 588456, 2011; also: potency is read from the fitted curve at half-maximal effect; % is scaled to controls: 0 for no effect and ±100 for the full control effect; nearly all actives have a fitted effect of over 50% in size
#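 Rat TrxR1, dispensed at 90 nM, was prereduced with 400 uM NADPH (final) for 5 min at ~22 deg C, then incubated with compound 15 min before 400 uM selenite. A first-read NADPH fluorescence drop versus no-compound background flagged substrates.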
# An asterisk follows results filed as active; u = inconclusive; x = not tested or not shown; & = joins results of further samples; [ ] = remark or other dose. Unless noted, calls follow the shape of the dose curve; as a rule, active = well fitted inhibition curve with a large enough effect; inconclusive = small, poorly fitted or top-dose-only effect; inactive = no such curve, though single readings can be large or run the other way.
SMILES,USP1 inh,TrxR1 inh,TRHR agonist,PI4K2A inh,D2 agonist,D2 antag,IDH1 R132H inh,TRHR enhancer,TrxR1 substrate
O=C(NNC(=O)c1ccc(-n2cncn2)c([N+](=O)[O-])c1)c1ccccc1,-7%,-16%,0.2,0,-0.5,2,13%,4,-14%
Cc1cccc(NC(=O)COC(=O)[C@@H]2CCCN2C(=O)c2cccs2)c1,-3%,21%[11.4 µM],x,1,x,x,0%,x,5%[57.1 µM]
CCc1ccc(CN2CCC(n3nccc3NC(=O)c3cccc(F)c3)CC2)cc1,-16%,5%,1.0,0,0.4,22,2%,6,1%
Nc1ccc(-c2nc3cc(N)ccc3s2)cc1,6%,2%[57.1 µM],0.4,-4,0.1,-14,0%,-1,14%[57.1 µM]
COc1cc(C2c3c(oc4ccccc4c3=O)C(=O)N2Cc2ccco2)ccc1O (stereo not given),-6%,-2%,-0.9,5,0.8,25,10%,4,-6%
COc1ccc(-c2noc(-c3ccc(Cl)cc3)n2)cc1,-19%,11%[57.1 µM],-0.3,0,0.4,-4,-6%,0,7%[57.1 µM]
Cc1cccc2cc(-c3nc4ccc(C(=O)O)cc4[nH]3)c(=O)oc12,-27%,-15%,0.0,-7,-0.2,14,2%,0,59%[activator]
N#Cc1nc(COc2ccccc2)oc1N1CCCCC1,-3%,9%[57.1 µM],-0.3,4,-0.8,-3,0%,-4,6%[57.1 µM]
Cn1c2ccccc2c2ncn(CCCN3CCOCC3)c(=O)c21,-3%,1%[57.1 µM],0.6,1,0.0,-1,9%,-1,34%[57.1 µM]
CC(C)c1ccc(NC(=O)CN2C(=O)COc3ccc(S(=O)(=O)N4CCCCC4)cc32)cc1,u,6%,0.4,0,-0.5,x,-24%,-6,-12%
Cc1cc(C)c(NC(=O)CSc2nc3ncc(Br)cc3[nH]2)c(Cl)c1,-16%,15%,-0.2,-7,-0.3,-3,-7%,0,-4%
O=C(O)Cn1c(CCS(=O)(=O)c2ccc(Br)cc2)nc2ccccc21,-3%,7%[57.1 µM],-0.4,1,0.8,4,-7%,6,7%
CCC1CN(C(=O)Nc2ccc(C)cc2)c2cc(C)ccc2O1 (stereo not given),-26%,7%,0.0,3,0.7,10,10%,-7,-3%
Brc1cc2c(cc1CSc1ncccn1)OCO2,u,3%,-0.2,0,-2.0,-5,-4%,46*,-6%
Cc1cccc(OCC(=O)OCC(=O)c2c(N)n(C)c(=O)n(C)c2=O)c1,2%,-7%,0.2,-3,0.7,-5,3%,3,-11%
N#CC12C(N)=NC3(OCCO3)C1(C#N)C1=C(CCC1)NC2c1ccccc1 (stereo not given),1%,-13%,0.6,-1,-0.3,-20,-1%,-6,14%
COc1ccc(CC(=O)OCC(=O)NC2CCCCC2)cc1OC,-4%,-1%[57.1 µM],x,-1,x,x,0%,x,0%[57.1 µM]
O=C(COc1ccc(Br)cc1Br)NC1CCCC1,-1%,7%,2.4,0,1.8,10,5%,7,-4%
Cc1ccc(CNC(=O)CSC2=Nc3ccccc3N=C(c3ccc(F)cc3)C2)cc1,-29%,6%[57.1 µM],1.0,-1,0.9,x,-6%,1,-3%[57.1 µM]
Cc1ccc(NC(=O)CN(C)C(=O)COC(=O)/C=C/c2cccs2)cc1,-11%,-9%[57.1 µM],-0.4,-2,0.9,15,-1%,-2,-6%[57.1 µM]
CC1CN(C(=O)CCNC(=O)c2ccc(Br)cc2)CC(C)O1 (stereo not given),-12%,13%,0.1,4,0.0,4,-2%,-7,5%
COc1ccc(CCNC(=O)CSc2nc(N)c(C#N)c(-c3cccs3)c2C#N)cc1OC,1%,14%,141*,3,-2.3,-21,6%,26,14%
Cc1cc(C)n(-c2cccc(Cl)c2)c(=O)c1C#N,-23%,-8%,0.6,5,-0.4,-9,7%,5,-1%
COc1cccc(-n2c(SC)nnc2-c2c[nH]c3ccccc23)c1,-19%,6%[57.1 µM],-0.2,-4,0.2,-1,19%,-5,1%[57.1 µM]
COc1ccc(C(=O)N2CCN(CCc3ccccn3)CC2)cc1,-2%&3%,4%&17%,-0.1&-1.3,4&-2,-0.3&-2.1,-29,7%&0%,19&-3,-1%&10%
O=C(NC1CC1)c1sccc1-n1cccc1,-21%,11%,-0.1,2,0.4,10,-4%,5,1%
Cc1ccc(NC(=O)Cn2ncc3ccccc32)c(Cl)c1,-9%,17%,0.6,-5,-0.1,2,0%,-8,12%
COCCn1c(=S)[nH]c2cc(OC)c(OC)cc2c1=O,7%,0%,-0.8,1,0.3,19,2%,1,8%
COCCN(C(=O)CSc1nc2ccccc2s1)c1c(N)n(Cc2ccccc2)c(=O)[nH]c1=O,-15%,-23%,x,-8,x,x,-7%,x,-2%
O=C1C2C3c4ccccc4C(c4ccccc43)C2C(=O)N1c1cccnc1 (stereo not given),-15%,-2%,-0.5,5,-1.7,-13,1%,0,-6%
CC(=O)NC(c1ccccc1)c1cccnc1 (stereo not given),-9%,32%,0.3,3,0.4,7,7%,15,13%
COc1ccc(NC(=O)c2c(NCc3cccc(F)c3)sc3c2CCCC3)c(OC)c1,-12%,26%[57.1 µM],0.3,-2,-0.2,x,-6%,-3,-1%[57.1 µM]
CCN(CC)c1ccc(S(=O)(=O)N(CC)CC)cc1NC(=O)c1cccnc1,-23%,19%[57.1 µM],-1.3,1,4.8,-29,1%,2,1%[57.1 µM]
COc1cc(C(=O)O/N=C(\N)c2cccc([N+](=O)[O-])c2)cc(OC)c1OC,-17%,4%[57.1 µM],0.2,1,-0.2,2,1%,7,7%[57.1 µM]
COc1ccc(OC)c2c(N3CC(C)OC(C)C3)cc(C(F)(F)F)nc12 (stereo not given),-14%,-3%,-0.4,-3,-0.4,-18,5%,-4,-12%
O=C(O)CCCC(=O)NS(=O)(=O)c1ccc(Cl)cc1,-6%,-2%,-0.4,2,-0.8,-4,1%,-3,0%

# Four entries out of the list, sorted by heavy-atom count, rising.
SMILES,USP1 inh,TrxR1 inh,TRHR agonist,PI4K2A inh,D2 agonist,D2 antag,IDH1 R132H inh,TRHR enhancer,TrxR1 substrate
O=C(COc1ccc(Br)cc1Br)NC1CCCC1,-1%,7%,2.4,0,1.8,10,5%,7,-4%
N#CC12C(N)=NC3(OCCO3)C1(C#N)C1=C(CCC1)NC2c1ccccc1 (stereo not given),1%,-13%,0.6,-1,-0.3,-20,-1%,-6,14%
CCN(CC)c1ccc(S(=O)(=O)N(CC)CC)cc1NC(=O)c1cccnc1,-23%,19%[57.1 µM],-1.3,1,4.8,-29,1%,2,1%[57.1 µM]
COc1ccc(NC(=O)c2c(NCc3cccc(F)c3)sc3c2CCCC3)c(OC)c1,-12%,26%[57.1 µM],0.3,-2,-0.2,x,-6%,-3,-1%[57.1 µM]

# Further structures.
SMILES,USP1 inh,TrxR1 inh,TRHR agonist,PI4K2A inh,D2 agonist,D2 antag,IDH1 R132H inh,TRHR enhancer,TrxR1 substrate
Cc1ccc(OCCSc2nc3ccc(NC(=O)c4ccc(F)cc4)cc3s2)cc1,-21%,1%,-0.6,-2,-1.6,x,2%,3,2%
O=S(=O)(Cc1cc(NCc2ccccc2)nc(-c2ccccn2)n1)c1ccccc1,-10%,-1%[57.1 µM],-0.8,-3,-0.5,1,-2%,-4,-2%[57.1 µM]
Fc1cccc2sc(Nc3nnc(-c4ccccc4)o3)nc12,-24%,-14%,0.6,-5,0.6,43*,8%,-1,37%[activator]
O=C(CCCOc1ccc(Cl)cc1Cl)NCCc1nnc2ccccn12,-12%,1%,-0.4,-1,-0.6,-2,-11%,5,-4%
O=C1CCCC(O)=C1Sc1ccccc1C(=O)O,-10%,20%,-0.9,-7,-0.5,-6,-6%,0,-1%
CN(CC(=O)Nc1cc(Cl)cc(Cl)c1)Cc1cccs1,-14%,8%,-1.1,-15,1.4,4,0%,-1,0%
O=C(NNC(=S)NCc1ccccc1)c1ccc(Br)cc1,-10%,12%[57.1 µM],-0.3,4,-3.1,8,-2%,0,3%[57.1 µM]
CC(C)Oc1ccc(C(=O)Nc2ccc(-c3nc4ccccc4s3)cc2)cc1,-20%,11%,1.1,2,1.3,x,16%,-2,2%
O=C(CSc1nnc2scc(-c3ccccc3)n12)NCc1ccc2c(c1)OCO2,5%,-2%,-1.1,-2,1.1,21,3%,-5,-7%
Cc1cc(C(=O)c2ccccc2)cc(C)c1O,-17%,3%[57.1 µM],x,25,x,x,3%,x,8%[57.1 µM]
COc1ccc(C(=O)C2CCCN(C(=O)c3ccc(F)cc3)C2)cc1OC (stereo not given),-18%,-5%,1.0,-6,-0.2,6,4%,4,-7%
Cc1cccc(C)c1NC(=O)/C(=C/c1ccco1)c1ccccc1,-3%,-13%[57.1 µM],-0.2,-1,0.4,-17,1%,0,8%[57.1 µM]
Cc1cc2nc(-c3ccc(SCC(=O)N4CCOCC4)nc3)[nH]c2cc1C,-2%,10%,-0.7,0,-0.6,12,2%,0,71%[activator]
CC[C@H](C)[C@H]1CNC(=O)C(=O)N1CC1CCN(CCc2ccccc2)CC1,-15%,19%,x,0,x,x,-4%,x,-1%
CCCC[C@@H]1CCCO[C@@](C(=O)NCc2ccc(C)o2)(C(F)(F)F)C1,-27%,u,x,-3,x,x,10%,x,8%[57.1 µM]
CN(C(=O)c1coc(=O)c2ccccc12)c1ccc(Br)cc1,2%,1%[57.1 µM],-0.7,-5,1.8,5,8%,9,5%
